# ARFGAP1 inh = rat ARFGAP1 inhibition | Arfgap1-stimulated ARF1 GTP hydrolysis, GDP FP detection | inhibition, % at 16.5 µM | 360,000 compounds, 0.26% hits | AID 651572;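 active = inhibition above a per-plate limit, mean inhibition of low control wells plus 3 SD, cut at about 25% in these data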;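 also: 0% = DMSO wells with enzyme and 100% = wells lacking Arfgap1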
#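 Repeats: one replicate per compound; assay system: rat Arfgap1 catalytic domain, aa 1-136; times: enzyme reaction 120 min at 25 °C after 20 min preincubation; detection: FP of antibody-bound GDP Alexa 633 tracer, ex 620/em 688 nm; benchmarks: high control wells lacking Arfgap1, low control full reaction with DMSO; reagent: human ARF1(Δ1-17)-GTP substrate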
# Rev-erbA mod = Rev-erb alpha (human) modulation. P20393. Rev-erbα–FITC-DNA binding, fluorescence polarization, 90 min. activity, % at 10 µM. 370,000 compounds, 0.79% hits;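 active = activity above about 14%, limit read from the data; passing the limit was not always enough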;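 also: 0% = DMSO wells with 35 nM protein and 100% = DMSO wells with 750 nM protein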
# UHRF1 MBD2 ctr = human UHRF1 methylated DNA binding inhibitors; AID 687016; Q96T88; UHRF1 binding to methylated oligo, TR-FRET; inhibition, % at 4.4 µM; 370,000 compounds, 0.75% hits; in the data active = inhibition above about 21%;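 also: UHRF1 SRA domain binding a hemimethylated CpG hairpin DNA probe; 0% = median of test compound wells and 100% = reference inhibitor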
# DDE Tn7 FP inh = disrupts Tn7 cyclic peptide binding to fibrin D-Dimer-E complex; P02675; FP displacement of FITC-Tn7 peptide from fibrin DD(E); 0% = median of compound wells per plate; inhibition, % at 8.3 µM; 370,000 compounds, 0.13% hits; AID 720508;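 active = inhibition above the mean of compounds falling within the control limits plus 3 SD of them, cut at about 14% in these data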;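 also: 0% = plate median of compound wells and 100% = 10 µM Aha-Tn7 peptide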
# Target sequence (P02675 whole entry, looked up): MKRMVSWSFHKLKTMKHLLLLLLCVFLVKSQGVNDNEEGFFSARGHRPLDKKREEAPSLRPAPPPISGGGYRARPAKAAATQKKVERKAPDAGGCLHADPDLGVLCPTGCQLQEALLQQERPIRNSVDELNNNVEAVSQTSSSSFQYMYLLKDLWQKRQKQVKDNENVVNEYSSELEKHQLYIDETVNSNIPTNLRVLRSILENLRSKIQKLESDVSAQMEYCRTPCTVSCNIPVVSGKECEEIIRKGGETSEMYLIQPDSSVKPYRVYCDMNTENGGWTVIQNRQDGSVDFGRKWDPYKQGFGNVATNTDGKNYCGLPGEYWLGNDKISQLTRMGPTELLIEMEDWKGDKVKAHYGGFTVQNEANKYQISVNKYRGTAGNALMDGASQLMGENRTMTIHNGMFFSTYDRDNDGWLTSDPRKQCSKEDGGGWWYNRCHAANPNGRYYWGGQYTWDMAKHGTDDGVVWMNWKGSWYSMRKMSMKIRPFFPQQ
#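 Assay system: Fibrin-DD(E) protein isolated from polymerized human fibrin clots; read-out basis: percent inhibition; medium: Tris/NaCl/CaCl2 buffer, pH 7.8; signal: FP measurement; incubation: 10 min plus 3 h, room temperature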
# ASAP1 inh = ASAP1 ArfGAP inhibition; AID 624377; 360,000 compounds, 0.19% hits; ASAP1-stimulated ARF1 GTP hydrolysis, GDP FP detection; inhibition, % at 16.5 µM; in the data active = inhibition above about 25%;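 also: 0% = vehicle with enzyme and substrate and 100% = no enzyme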
# sPLA2-III inh = Inhibits HGIII-sPLA2 liposome hydrolysis, primary screen. Q9NZ20. 370,000 compounds, 0.56% hits. inhibition, % at 12.2 µM. QFRET BODIPY PC-A2 liposome hydrolysis, fluorescence;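 active = inhibition above mean plus 3 SD of compounds lying within the high and low control bounds, cut at about 19% in these data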;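 also: 0% = median of test compound wells and 100% = no enzyme DMSO wells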
# Target sequence (Q9NZ20 whole entry, looked up): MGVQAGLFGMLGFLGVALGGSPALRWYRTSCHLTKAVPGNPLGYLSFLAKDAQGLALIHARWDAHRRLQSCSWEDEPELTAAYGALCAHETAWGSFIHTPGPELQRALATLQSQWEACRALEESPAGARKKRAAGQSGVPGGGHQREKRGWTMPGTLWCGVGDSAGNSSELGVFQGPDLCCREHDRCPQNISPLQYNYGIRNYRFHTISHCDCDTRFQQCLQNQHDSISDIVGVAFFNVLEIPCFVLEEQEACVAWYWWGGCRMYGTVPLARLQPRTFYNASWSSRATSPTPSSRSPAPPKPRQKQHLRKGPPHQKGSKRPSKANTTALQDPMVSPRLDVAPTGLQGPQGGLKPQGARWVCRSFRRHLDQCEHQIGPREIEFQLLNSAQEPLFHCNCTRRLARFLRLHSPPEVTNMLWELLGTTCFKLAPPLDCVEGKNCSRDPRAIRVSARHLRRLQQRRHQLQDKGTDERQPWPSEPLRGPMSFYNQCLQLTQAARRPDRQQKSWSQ
# KLK7 zymogen act = activates the human kallikrein-7 zymogen; purified proKLK7, EDANS-DABCYL substrate fluorescence; 100% is mature enzyme control, 0% vehicle; activation, % at 7 µM; 370,000 compounds, 0.9% hits; AID 652039;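 active = activation above the mean of all tested compounds plus 3 SD, computed per campaign excluding outliers beyond control limits, cut at about 13% in these data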
# PLC-beta3 inh = blocks human PLC-beta3 enzyme activity. Q01970. Purified PLC-beta3, fluorogenic substrate, fluorescence. inhibition, % at 12.2 µM. 370,000 compounds, 0.18% hits; in the data active = inhibition above about 11%;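 also: 0% = median of compound wells on plate and 100% = full blocker control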
# DDE Tn6 FP inh = DD(E)-Tn6 binding inhibition, primary FP screen; Fibrin DD(E) TRITC-Tn6 fluorescence polarization displacement; AID 720509; inhibition, % at 8.3 µM; P02675; 370,000 compounds, 0.21% hits;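 active = inhibition above a per-campaign cutoff: mean of compounds within control limits plus 3 SD, cut at about 15% in these data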;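 also: 0% = median of all compound wells on the plate and 100% = blocking peptide control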
# PLCg1 inh = inhibitors of human phospholipase C gamma1. P19174. purified PLC-gamma1, fluorogenic substrate, fluorescence. inhibition, % at 12.2 µM. 370,000 compounds, 0.84% hits. AID 720700; in the data active = inhibition above about 9.5%
# Numbers without * were called inactive; / = no result given. Hits appear at their usual frequency, and some 4.5% of all compounds hit somewhere here.
SMILES,ARFGAP1 inh,Rev-erbA mod,UHRF1 MBD2 ctr,DDE Tn7 FP inh,ASAP1 inh,sPLA2-III inh,KLK7 zymogen act,PLC-beta3 inh,DDE Tn6 FP inh,PLCg1 inh
O=C(COC(=O)c1ccco1)NC(c1ccccc1)c1ccccc1,0,-3,0,1,-10,-5,0.2,-4,9,4
CCOC(=O)[C@H]1[C@H]2COc3ccc(Br)cc3[C@@H]2N2C(=O)[C@H](C)NC(=O)[C@@]12C,5,0,0,-5,-10,-4,0.5,1,1,-1
Cc1ccc(-n2c(SCC(N)=O)nnc2-c2ccccn2)cc1,11,3,7,-1,1,16,-0.4,1,2,-5
CN(C)c1ccc(C(c2ccc(N(C)C)cc2)c2ccc([N+](=O)[O-])cc2)cc1,1,-4,-1,8,1,20*,0.2,-3,-1,-3
COc1ccc(-c2ccnc(-c3ccc(OCCCF)cc3)n2)cc1,16,-1,-2,1,7,-5,0.2,0,0,-2
CCn1c(Cc2ccccc2)nnc1SCc1cccc(C(=O)O)c1,-2,1,1,-3,-9,-5,0.6,3,0,3
Cc1cc(C(=S)N2CCOCC2)c(C)n1-c1ccc(F)cc1,-10,2,0,7,2,8,0.3,-1,1,0
Cc1cc(C)cc(OCC(=O)OCC(=O)Nc2cc(S(=O)(=O)N3CCOCC3)ccc2Cl)c1,-13,-1,1,0,0,-10,0.7,-6,-5,2
O=C(Cn1nc2ccccc2n1)N/N=C/c1cc([N+](=O)[O-])ccc1O,0,8,-4,-13,3,-12,0.1,3,7,2
CCOc1ccc(NC(=O)c2ccccc2OCC(=O)c2ccccc2)cc1,12,4,1,-7,16,2,-0.1,4,-3,2
CN(C)C(CNC(=O)c1cc(S(=O)(=O)N(C)c2ccc(F)cc2)ccc1Cl)c1cccs1 (configuration not stated),-11,-3,-5,15*,-14,5,0.0,-9,2,1
CCCn1c(=O)c(C(=O)NCc2ccncc2)c(O)c2ccccc21,0,7,1,-5,11,-7,0.1,-3,-11,-3
CCCCN1C[C@@H](COCc2ccccc2)Oc2cccc(F)c2S1(=O)=O,/,17*,-1,-2,/,-6,0.0,2,-1,2
CCCCc1nnc(NC(=O)CN2C(=O)C3CCCCC3C2=O)s1 (configuration not stated),-17,-2,-1,6,-21,8,0.4,-2,-2,3
COC(=O)c1c(NC(=O)CN2CCC3(O)CCCCC3C2c2ccc(OC)cc2OC)sc(C)c1C (configuration not stated),5,0,2,-9,9,-8,-0.6,-32,1,-20
Cc1nn(-c2nc(-c3ccco3)cc(C(F)(F)F)n2)c(C)c1Br,-10,5,-2,-3,-10,-1,0.1,1,-1,2
Cc1ccc(CSCC(=O)Nc2ccc(N3CCOCC3)cc2N2CCOCC2)cc1,11,-4,-2,9,0,2,-0.2,-6,2,-2
Cc1ccc(S(=O)(=O)Nc2ccccc2)cc1C(=O)N1CCCC1,-10,2,0,1,-5,-2,0.1,-5,-2,1
CS(=O)(=O)c1ccc2sc(NC(=O)c3cc4ccccc4o3)nc2c1,7,-2,0,0,0,-1,-0.4,-16,4,-13
Cc1cc(N2C(=O)CC(Cc3ccc(Cl)cc3)C2=O)no1 (configuration not stated),-5,-1,0,3,-3,4,0.1,1,1,3
Cc1ccc(S(=O)(=O)N(C)C)cc1NC(=O)C(C)OC(=O)c1cc[n+]([O-])cc1 (configuration not stated),14,-5,2,-8,-9,15,-0.1,-6,-8,0
O=C(NCCc1c[nH]c2ccccc12)c1ccc(-n2cnnn2)cc1,0,3,-1,0,-11,-13,0.1,3,-2,2
COC(=O)[C@H](C)NC(=O)Nc1cccc(C(F)(F)F)c1,-18,2,7,-6,-8,2,-0.5,2,0,5
COc1ncc(C2=CC(=O)CC(C)(C)C2)cn1,-3,-3,1,3,-4,-5,0.3,0,-10,2
Cc1ccc(OCC(=O)OC(C)CN2CCCCC2)cc1 (configuration not stated),7,-1,1,-5,1,-1,-1.0,-10,1,2

# 14 entries from above, set out differently.
ARFGAP1 inh,Rev-erbA mod,UHRF1 MBD2 ctr,DDE Tn7 FP inh,ASAP1 inh,sPLA2-III inh,KLK7 zymogen act,PLC-beta3 inh,DDE Tn6 FP inh,PLCg1 inh,SMILES
0,-3,0,1,-10,-5,0.2,-4,9,4,O=C(COC(=O)c1ccco1)NC(c1ccccc1)c1ccccc1
5,0,0,-5,-10,-4,0.5,1,1,-1,CCOC(=O)[C@H]1[C@H]2COc3ccc(Br)cc3[C@@H]2N2C(=O)[C@H](C)NC(=O)[C@@]12C
11,3,7,-1,1,16,-0.4,1,2,-5,Cc1ccc(-n2c(SCC(N)=O)nnc2-c2ccccn2)cc1
1,-4,-1,8,1,20*,0.2,-3,-1,-3,CN(C)c1ccc(C(c2ccc(N(C)C)cc2)c2ccc([N+](=O)[O-])cc2)cc1
16,-1,-2,1,7,-5,0.2,0,0,-2,COc1ccc(-c2ccnc(-c3ccc(OCCCF)cc3)n2)cc1
-2,1,1,-3,-9,-5,0.6,3,0,3,CCn1c(Cc2ccccc2)nnc1SCc1cccc(C(=O)O)c1
-10,2,0,7,2,8,0.3,-1,1,0,Cc1cc(C(=S)N2CCOCC2)c(C)n1-c1ccc(F)cc1
-13,-1,1,0,0,-10,0.7,-6,-5,2,Cc1cc(C)cc(OCC(=O)OCC(=O)Nc2cc(S(=O)(=O)N3CCOCC3)ccc2Cl)c1
0,8,-4,-13,3,-12,0.1,3,7,2,O=C(Cn1nc2ccccc2n1)N/N=C/c1cc([N+](=O)[O-])ccc1O
12,4,1,-7,16,2,-0.1,4,-3,2,CCOc1ccc(NC(=O)c2ccccc2OCC(=O)c2ccccc2)cc1
-11,-3,-5,15*,-14,5,0.0,-9,2,1,CN(C)C(CNC(=O)c1cc(S(=O)(=O)N(C)c2ccc(F)cc2)ccc1Cl)c1cccs1 (configuration not stated)
0,7,1,-5,11,-7,0.1,-3,-11,-3,CCCn1c(=O)c(C(=O)NCc2ccncc2)c(O)c2ccccc21
/,17*,-1,-2,/,-6,0.0,2,-1,2,CCCCN1C[C@@H](COCc2ccccc2)Oc2cccc(F)c2S1(=O)=O
-17,-2,-1,6,-21,8,0.4,-2,-2,3,CCCCc1nnc(NC(=O)CN2C(=O)C3CCCCC3C2=O)s1 (configuration not stated)

# Continued.
SMILES,ARFGAP1 inh,Rev-erbA mod,UHRF1 MBD2 ctr,DDE Tn7 FP inh,ASAP1 inh,sPLA2-III inh,KLK7 zymogen act,PLC-beta3 inh,DDE Tn6 FP inh,PLCg1 inh
COCCCNC(=O)COC(=O)c1ccc(-c2nc3ccccc3s2)s1,18,-6,-7,1,-5,-15,-50,-184,-3,-159
COC(=O)C(C)Oc1ccc2c3c(c(=O)oc2c1)CCCCC3 (configuration not stated),5,1,0,-10,-1,-7,25*,-286,-2,-205
Cn1ncc([N+](=O)[O-])c1C(=O)n1nnc2ccccc21,4,-3,-2,5,-4,-2,-0.4,0,9,4
Cc1ccc(-c2nnn(CC(=O)N(Cc3ccccc3F)C(C(=O)NC3CCCC3)c3ccncc3)n2)o1 (configuration not stated),3,-6,0,-3,-4,-15,0.7,-4,-5,-3
Cc1nc(Cl)sc1C(=O)Nc1cccc2ccccc12,-6,-2,5,-7,7,0,-0.4,5,-10,8
NC(=O)C1CCN(C(=O)CNC(=O)c2ccc(Br)o2)CC1,4,-1,3,-5,1,1,-0.5,-3,0,-1
CCOC(=O)c1c(C)c(C(=O)Nc2ccc3c(c2)OCO3)c(C)n1C,2,-2,9,-3,-13,10,0.0,-1,-10,1
CN(C)C(CNc1ccc([N+](=O)[O-])cc1C#N)c1ccccc1 (configuration not stated),3,-4,-2,-4,6,1,-1.1,-6,0,1
O=C1c2ccccc2S(=O)(=O)N1CCS(=O)(=O)c1ccc(F)cc1,-13,2,0,-4,-6,2,0.1,-1,2,2
COCCCNC(=O)c1cccc(OC)c1OC,12,3,3,8,-6,5,-0.5,3,4,-6
COc1ccc(OCCN2CCN(C(=O)c3ccc(OC)cc3)CC2)cc1,4,1,2,3,-1,1,-0.7,-6,4,-2
COc1ccc(NC(=O)c2c(NC(=O)CNCC(C)C)sc3c2CCC3)c(OC)c1,-9,1,0,7,5,-2,-15,-8,0,-7
O=C1CC(C(=O)Nc2ccccc2)S/C(=N\NC(=O)c2ccccc2Cl)N1 (configuration not stated),1,4,-1,3,3,-8,0.6,-2,-6,-1
COc1cccc(NC(=O)c2cccs2)c1,-2,-2,-1,2,-1,-1,-0.5,-1,4,0
O=C1Cc2cc(NS(=O)(=O)c3ccc(F)cc3)cc3c2N1CCC3,-10,-6,0,2,-10,-2,1.3,-7,-1,-1
NC(=O)C1(N2CCCCC2)CCN(C2CC(=O)N(Cc3ccc(N4CCCC4=O)cc3)C2=O)CC1 (configuration not stated),-1,0,-2,-3,-5,2,-0.1,0,-4,4
CCCCNC(=O)OCCCN1CCC2(CCC(c3ccccc3)CC2)C1 (configuration not stated),/,6,5,-6,/,7,0.9,0,1,1
O=C(NCC1CCCO1)c1onc(CSc2ccccc2F)c1C(=O)O (configuration not stated),13,4,-1,0,8,9,-0.3,-4,5,1
Cc1cc(C(F)(F)F)nn1CC(=O)NNC(=S)Nc1ccc(Cl)cc1,5,-2,-2,-6,3,7,-0.1,-1,0,2
COc1ccc(CCNC(=S)NC(=O)c2cccc([N+](=O)[O-])c2)cc1OC,0,1,-2,-6,-4,-2,0.4,0,8,0
C/C(=N\NC(=O)C(O)c1ccccc1)c1ccc(Br)s1 (configuration not stated),10,1,-1,5,8,3,-0.2,-2,6,-1
O=C1N(c2ccccc2)C(c2ccccc2)C12CCCCC2 (configuration not stated),0,4,3,-7,8,6,-0.1,1,3,-1
CCOC(=O)c1ccccc1NC(=O)CN1C(=O)c2ccccc2S1(=O)=O,-4,-1,4,0,17,5,-0.1,-1,1,0
CCOC(=O)C1(Cc2cccc(OC)c2)CCN(Cc2cccn2-c2ccccn2)CC1,9,7,0,0,-4,-7,0.1,2,-2,-2
CC1=NN(C(N)=S)C(=O)C1N=Nc1c(Cl)cc([N+](=O)[O-])cc1Cl (configuration not stated),-17,14,-16,6,-9,2,-0.2,-28,9,-16
COc1ccc(N(C(=O)C2CCCCC2)C2C=CS(=O)(=O)C2)c(OC)c1 (configuration not stated),0,-3,0,-3,-11,5,0.6,-1,-3,3
COc1ccc(C)cc1S(=O)(=O)NNc1nc(C)cc(C)n1,-17,2,-3,0,6,8,-0.6,2,-1,0
CC[C@@H]1[C@H]2CCCC(=O)N3CC[C@@H](C[C@@H]1Nc1ccccc1)[C@@H]23,-2,-7,2,12,4,5,0.0,-9,8,-2
O=CN1CCN(C2CC(=O)N(c3ccc(Br)cc3)C2=O)CC1 (configuration not stated),11,-3,2,3,1,7,0.1,0,-4,-1

# Printed as active in Rev-erbA mod (from the list above):
SMILES,ARFGAP1 inh,Rev-erbA mod,UHRF1 MBD2 ctr,DDE Tn7 FP inh,ASAP1 inh,sPLA2-III inh,KLK7 zymogen act,PLC-beta3 inh,DDE Tn6 FP inh,PLCg1 inh
CCCCN1C[C@@H](COCc2ccccc2)Oc2cccc(F)c2S1(=O)=O,/,17*,-1,-2,/,-6,0.0,2,-1,2
